Source: PubChem BioAssay (National Center for Advancing Translational Sciences (NCATS))
JMJD2A Tudor = qHTS Assay for Inhibitors of JMJD2A-Tudor Domain; Lysine-specific demethylase 4A (Homo sapiens), O75164; AlphaScreen JMJD2A-Tudor / H3K4me3 peptide binding; Potency, µM (highest dose often 114 µM), without a hit: top-dose activity change, negative = inhibition, most hits filed as inhibitors; actives 4.4% (n = 390,000); AID 504339, 2011; also: % is scaled to controls: 0 for no effect and ±100 for the full control effect; nearly all actives have a fitted effect of over 50% in size
Target sequence (O75164 whole entry, looked up, the tested form may be a part): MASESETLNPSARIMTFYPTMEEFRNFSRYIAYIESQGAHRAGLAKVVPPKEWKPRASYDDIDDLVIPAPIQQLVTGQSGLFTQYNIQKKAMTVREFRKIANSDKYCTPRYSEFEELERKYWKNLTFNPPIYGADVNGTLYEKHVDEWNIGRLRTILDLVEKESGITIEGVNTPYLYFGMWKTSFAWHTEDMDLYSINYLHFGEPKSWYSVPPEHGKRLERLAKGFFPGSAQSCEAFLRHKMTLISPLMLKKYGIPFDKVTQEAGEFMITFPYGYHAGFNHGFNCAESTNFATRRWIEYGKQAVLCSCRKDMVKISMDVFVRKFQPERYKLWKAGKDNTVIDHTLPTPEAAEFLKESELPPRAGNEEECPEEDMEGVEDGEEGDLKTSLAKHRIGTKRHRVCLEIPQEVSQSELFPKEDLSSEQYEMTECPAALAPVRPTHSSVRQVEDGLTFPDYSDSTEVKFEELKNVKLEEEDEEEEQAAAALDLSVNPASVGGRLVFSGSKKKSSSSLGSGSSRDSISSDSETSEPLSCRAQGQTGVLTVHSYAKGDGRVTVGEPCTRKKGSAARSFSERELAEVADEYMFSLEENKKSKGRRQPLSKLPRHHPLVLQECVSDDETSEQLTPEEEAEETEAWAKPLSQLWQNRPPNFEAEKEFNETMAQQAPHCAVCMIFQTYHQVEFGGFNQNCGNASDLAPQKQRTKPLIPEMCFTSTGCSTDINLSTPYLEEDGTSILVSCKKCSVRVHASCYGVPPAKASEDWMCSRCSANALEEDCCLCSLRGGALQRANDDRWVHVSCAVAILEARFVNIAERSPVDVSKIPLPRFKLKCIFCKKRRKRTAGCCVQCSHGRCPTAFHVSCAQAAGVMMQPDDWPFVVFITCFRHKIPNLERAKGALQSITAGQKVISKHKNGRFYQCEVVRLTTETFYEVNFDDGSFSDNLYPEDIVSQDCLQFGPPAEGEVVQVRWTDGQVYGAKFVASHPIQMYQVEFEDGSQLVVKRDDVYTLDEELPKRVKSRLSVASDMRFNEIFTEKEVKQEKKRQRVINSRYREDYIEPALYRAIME
G9a block = qHTS Assay for Inhibitors of Histone Lysine Methyltransferase G9a; Histone-lysine N-methyltransferase EHMT2 (Homo sapiens), Q96KQ7; G9a H3K9 monomethylation, AlphaScreen, 2 h; Potency, µM (series often up to 102 µM), for the others: top-dose activity, negative = inhibition, actives largely listed as inhibitors; actives 8.8% (n = 350,000); also: % is scaled to controls: 0 for no effect and ±100 for the full control effect; nearly all actives have a fitted effect of over 75% in size
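Step 1: enzyme (final 20 nM) with compound, 15 min RT. Step 2: substrate peptide 500 nM and SAM 20 uM, 2 h RT. Step 3: anti-H3K9me1 antibody and AlphaScreen beads, 10 min, then plate read.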
POLI inh = qHTS for Inhibitors of Polymerase Iota | actives 1% (n = 390,000) | AID 588590, 2011 | Potency, µM (titrated, usually from 115 µM), for inactives: at the highest dose activity, negative = inhibition, actives largely listed as inhibitors | Pol iota fluorescent replication assay, 10 min
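Pol iota at 10 nM preincubated 15 min with compounds at room temperature; reaction started with fluorescent substrate, 50 nM final. Fluorescence read kinetically at 0 and 10 min; buffer-only wells as negative control.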
GLS inhibitor = qHTS for Inhibitors of Glutaminase (GLS); Potency, µM (series often up to 45.5 µM), inactives show at the highest dose activity change, negative = inhibition, actives largely listed as inhibitors; GLS enzymatic activity, qHTS titration; AID 624170, 2012; Glutaminase kidney isoform, mitochondrial (Homo sapiens), O94925; actives 0.21% (n = 410,000); also: % is scaled to controls: 0 for no effect and ±100 for the full control effect
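Human kidney-isoform GLS in 45 mM KH2PO4 pH 8.2, 0.02% Tween-20, with compound, started with 1mM L-Glutamine (added stock). Glutamate oxidase/HRP/Amplex red coupled fluorescence read at start and after 30 min at RT.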
HP1b binding inh = HTS for Inhibitors of HP1-beta Chromodomain Interactions with Methylated Histone Tails; Chromobox protein homolog 1 (Homo sapiens), P83916; AlphaScreen HP1-beta / biotin-H3K9me3 peptide binding; Potency, µM (top dose mostly 114 µM), for inactives: at the highest dose activity change, negative = inhibition, usual class: inhibitors; actives 0.56% (n = 390,000); AID 540317, 2011; also: nearly all actives have a fitted effect of over 70% in size; inactives centre near 23
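HP1-beta protein (50 nM final) preincubated 30 min at room temperature with biotinylated H3(1-18)K9me3 peptide (50 nM) in PBS pH 7.4, 0.01% Tween-20, then compound added for 30 min. AlphaScreen streptavidin donor/nickel chelate acceptor beads (10 ug/mL final), 30 min dark, luminescence read.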
Tb PGK inh = qHTS Assay to Find Inhibitors of Phosphoglycerate Kinase. PGK/GAPDH coupled, Kinase-Glo luminescence, 60 min. Potency, µM (highest dose often 57.5 µM), for inactives: at the top dose activity change, negative = inhibition, most hits filed as inhibitors. actives 0.043% (n = 380,000). AID 602233, 2012; also: % is scaled to controls: 0 for no effect and ±100 for the full control effect; nearly all actives have a fitted effect of over 60% in size
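Luminescent ATP detection (Kinase-Glo Plus) follows a 60-minute room-temperature incubation, with wells lacking PGK as controls. Buffer: 100 mM TEA (pH 7.6), 5 mM MgCl2, 0.01% Tween-20. Coupling enzyme GAPDH (100 nM final) supplies unstable 1,3-BPG in-well.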
BLM inh = qHTS Assay for Inhibitors of Bloom's syndrome helicase (BLM); Potency, µM (highest dose often 56.1 µM), for the others: at the highest dose activity change, negative = inhibition, hits mostly inhibitors; recombinant BLM DNA unwinding, fluorescence dequenching; actives 0.2% (n = 350,000); RecQ-like DNA helicase BLM (Homo sapiens), P54132;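 also: plate controls were vehicle for no effect and no enzyme for full effect; nearly all actives have a fitted effect of over 35% in size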
Pin1 inhibitor = qHTS Assay to Find Inhibitors of Pin1. Pin1 FP peptide displacement, HiFluor488, 10 min. actives 0.009% (n = 390,000). AID 504891, 2011. Peptidyl-prolyl cis-trans isomerase NIMA-interacting 1 (Homo sapiens), Q13526. Potency, µM (titrated, usually from 115 µM), for the others: top-dose activity, negative = inhibition, most hits filed as inhibitors; active = well fitted inhibition curve with a large enough effect in the polarisation, with a control signal flat, not every such curve was filed as active; inconclusive = small, poorly fitted or top-dose-only effect, or effect the other way, or a change in a side signal; inactive = no such curve, though single readings can be large or run the other way; the % refers to the polarisation; also: % is scaled to controls: 0 for no effect and ±100 for the full control effect
BAZ2B inh = qHTS Assay for Inhibitors of BAZ2B. Potency, µM (doses to about 114 µM), inactives show at the top dose activity change, negative = inhibition, hits mostly inhibitors. AID 504333, 2011. actives 4.4% (n = 360,000). AlphaScreen BAZ2B-H3K14Ac peptide displacement; also: % is scaled to controls: 0 for no effect and ±100 for the full control effect; nearly all actives have a fitted effect of over 60% in size
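Complex of BAZ2B and biotin-H3K14Ac (50 nM apiece) forms over 30 min at RT, then faces library compounds up to 110 uM for another 30 min; AlphaScreen beads added, 20 min dark incubation, luminescence read.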
The depositor's hits bear a star; i = inactive; ? = inconclusive; / = no result given; [ ] = dose if it differs, or a comment. Unless noted, calls follow the shape of the dose curve; as a rule, active = well fitted curve in the direction sought with a large enough effect; inconclusive = small, poorly fitted or top-dose-only effect, or another doubt; inactive = no such curve, though single readings can be large; an effect the other way counts as inactive or inconclusive. Potency is read from the fitted curve at half-maximal effect. These rows are one share of the data (hit frequency here may not be typical).

# | smiles | BLM inh | Tb PGK inh | BAZ2B inh | Pin1 inhibitor | GLS inhibitor | JMJD2A Tudor | POLI inh | G9a block | HP1b binding inh
1 | CC1(C)CC(=O)C(C=NCC2CCN(C(=S)Nc3ccccc3)CC2)=C(O)C1 | 0% | 8% | -4% | -6% | 5% | 13% | 13% | / | 40%[activator]
2 | COc1cc(OC)c(S(=O)(=O)NC(C)C)cc1C(=O)O | -3% | i | -15% | -2% | 1% | 5% | 2% | -2% | 35%
3 | CC(=O)N1C(C)c2ccccc2C(C)(C)CC12CCCCC2 (stereo unspecified) | -2% | -1% | -1% | 1% | -3% | -7% | -1% | 6%[59 µM] | 34%
4 | CCOC(=O)c1ccc(OCc2nc(-c3cccs3)no2)cc1 | -8% | 3% | 104%[activator] | 3% | -4% | 85%[activator] | 12% | 56%[activator][59 µM] | 120%[activator]
5 | Cc1[nH]n(-c2ccccc2)c(=O)c1C=Nc1ccc(S(=O)(=O)N=C(N)N)cc1 | -16% | i | -23% | 11% | -1% | -10% | 50µM* | ? | 33%
6 | COc1cc(C(=O)Nc2cc3c4c(c2)CC(=O)N4CCC3)cc(OC)c1OC | / | -6% | -34% | 0% | -2% | -12% | 32%[activator] | -27% | 28%
7 | CCN(CCO)Cc1csc2ccc(C(C)(C)C)cc12 | -4% | 4% | -1% | -1% | 6% | -2% | 10% | ? | 37%
8 | CC(=O)Nc1ccc2c(c1)OCO2 | -1% | i | -3% | -4% | 0% | -20% | 31%[activator] | -6% | 30%
9 | COc1ccc(C(=O)NC2CC(C)(C)Cc3c2cnn3-c2ccccc2C)c(OC)c1OC (stereo unspecified) | -8% | 1% | -27% | 4% | -2% | -26% | 29% | / | -1%
10 | NC(=O)Cn1c(=O)n(CCCCCC(=O)NCc2ccc3c(c2)OCO3)c(=O)c2sccc21 | -2% | -7% | -1% | -4% | -3% | 2% | 21% | 1%[59 µM] | 27%
11 | Cc1ccc(/C(N)=N/OC(=O)c2ccc3c(c2)OCO3)cc1 | 1% | i | 7% | 1% | -7% | 3% | 185%[activator] | 1%[59 µM] | 60%[activator]
12 | O=C(C1=C[C@@H](c2coc3ccccc3c2=O)C[C@@H](OCc2ccc(CO)cc2)O1)N1CCN(Cc2ccccc2)CC1 | -8% | 6% | -30% | 27% | 5% | -35% | 3% | 8%[12.7 µM] | 11%
13 | COc1ccccc1NC(=O)C(=O)N/N=C(\C)CC(=O)Nc1ccccn1 | 1% | i | 79µM* | 0% | 8% | -8% | 95%[activator] | / | 44%
14 | CCCN(CC1CC1)C(=O)CCc1nnc(CCc2c[nH]c3ccccc23)o1 | 5% | 3% | -1% | 6% | 11% | -15% | -1% | / | 16%
15 | CC1CCN(C2=NN3C(=N)/C(=C\c4ccc(OC(=O)c5ccco5)cc4)C(=O)N=C3S2)CC1 | -15% | 0% | -37% | ? | 4% | ? | ? | 17% | 4%
16 | COc1ccc(Cl)cc1NC(=O)c1noc2c1CCc1ccccc1-2 | -5% | i | -8% | -7% | 1% | -3% | 14% | 6%[59 µM] | 35%
17 | N#CC1=C(SCc2ccccc2)NC(=O)CC1c1cccc(O)c1 (stereo unspecified) | -4% | -10% | 2% | -3% | -16% | -7% | -10% | 8%[59 µM] | 12%
18 | CCOC(=O)C1CCN(c2c(NCCCN3CCN(Cc4ccccc4)CC3)c(=O)c2=O)CC1 | -3% | i | 1% | 2% | 12% | -19% | 5%[58.9 µM] | ? | -3%
19 | O=C(c1ccc(C(F)(F)F)cc1)N1CCC(=O)N(C(CO)Cc2ccccc2)CC1 (stereo unspecified) | / | 2% | / | -4% | 2% | 86%[activator] | 45%[activator] | / | 142%[activator]
20 | CCn1cc(CN(C)C(=O)CSc2nc(-c3ccco3)cc(C(F)(F)F)n2)c(C)n1 | / | -2% | / | 3% | -11% | -20% | -8% | / | 29%
21 | CC(C)(C)n1cnnc1Sc1ccc([N+](=O)[O-])cn1 | -2% | -1% | 1% | 2% | 4% | 0% | -4% | 10% | 24%
22 | Nc1ccccc1NC1=CC(=O)CC(c2ccco2)C1 (stereo unspecified) | -13% | i | -2% | 8% | 19% | -26% | 3% | 10µM* | 3%
23 | CC1CC2=C(C(=O)O1)C(c1ccccc1)Nc1ccccc1N2 (stereo unspecified) | 5% | 10% | 8% | -4% | -3% | -10% | 93%[activator] | -2%[59 µM] | 33%
24 | FC(F)(F)c1nnc2ccc(NCc3ccccc3)nn12 | -4% | 6% | -2% | 1% | 6% | -3% | 8% | 37% | -1%
25 | Cc1nn2c(Nc3ccccc3)c3c(nc2c1-c1ccccc1)CCC3 | -1% | 3% | 9% | 26% | 2% | 48%[activator] | 13% | 105%[activator][59 µM] | 147%[activator]
26 | Cn1cc(Br)c(C(=O)Nc2sc3c(c2C#N)CCC3)n1 | -6% | -3% | 0% | 17% | 39%[activator] | -24% | 107%[activator] | 35µM* | -16%
27 | Cc1c(/C(O)=C2\C(=O)C(=O)N(CCCN(C)C)C2c2ccco2)cnn1-c1ccccc1 (stereo unspecified) | / | -4% | / | 5% | 6% | 0% | -26% | / | 22%
28 | COc1ccc(NC(=S)N2CCN(Cc3ccc(C)cc3)CC2)cc1 | -1% | -3% | -36% | 2% | 14% | ? | 61%[activator] | ? | 1%
29 | O=C(NC1CCOC1)c1ccc(OC2CCN(CCc3ccccc3)CC2)cc1 (stereo unspecified) | 1% | 0% | -13% | 0% | 2% | -15% | -17% | -10%[12.7 µM] | 15%
30 | CC1CCCCN1C(=O)CSc1n[nH]c(-c2ccccc2)n1 (stereo unspecified) | 1% | -9% | 5% | 0% | -4% | 0% | 24% | -2%[59 µM] | 30%[57 µM]
31 | COCCN(C(=O)COC(=O)CC(C)c1ccccc1)c1c(N)n(Cc2ccccc2)c(=O)[nH]c1=O (stereo unspecified) | / | -6% | -1% | -7% | 2% | -2% | 53%[activator] | -6% | 13%
32 | CCOC(=O)C1=C(C)NC(=S)NC1c1ccc(-c2cccc(Cl)c2C)o1 (stereo unspecified) | -7% | -3% | 3% | 30%[activator] | -6% | -23% | 1% | 27%[0.501 µM] | 38%
33 | O=C(c1cc2ccccc2o1)N1CCN=C1SCc1cccc(F)c1 | -1% | -4% | 13% | 1% | -3% | -12% | 2% | 2% | 36%[activator]
34 | Cc1cc2sc(C(=O)O)c(C)c2s1 | -3% | -3% | 11% | 0% | 1% | -11% | -9% | 18%[59 µM] | 26%
35 | COc1ccc(S(=O)(=O)Nc2cc(C)c(O)cc2C(C)C)cc1 | 0% | 1% | 5% | -2% | 29% | -34% | -4% | 25µM* | 5%
36 | Cc1ccc(-c2csc(-c3c[nH]c4ccccc34)n2)cc1 | -13% | -5% | -38% | -3% | 7% | ? | 1% | 12%[12.7 µM] | -18%
37 | CCCCN1CC(=O)N2[C@H]3c4ccccc4OC[C@@H]3[C@H](c3ccccc3)[C@]2(C)C1=O | / | i | -4% | 0% | -3% | -7% | 15% | -3%[0.501 µM] | 30%
38 | O=C(O)C1C2C=CC(C2)C1C(=O)NC1CCS(=O)(=O)C1 (stereo unspecified) | 0% | -10% | / | -10% | 10% | -17% | -7% | 6%[59 µM] | 40%[activator]
39 | CCOc1ccccc1OCc1nn2c(-c3ccc(C)cc3)nnc2s1 | -5% | 6% | 7% | 5% | 5% | -13% | 3% | -48%[12.7 µM] | -4%
40 | O=c1nc(N/N=C/c2c[nH]c3ccccc23)cn[nH]1 | -5% | -10% | -3% | 5% | 1% | -6% | 27% | / | 21%
41 | O=C(Nc1ccc(S(=O)(=O)N2CCc3ccccc32)cc1)C(F)(F)F | -7% | -11% | -1% | -4% | 5% | -13% | 108%[activator] | / | 15%
42 | Cc1cccc(N2CCN(C(=O)Cc3ccccc3[N+](=O)[O-])CC2)c1C | -11% | -3% | ? | -4% | 2% | -27% | 27% | -9% | 19%
43 | COc1ccc(OC)c(NC(=O)c2cc3n(n2)C(C(F)(F)F)CC(c2ccc4c(c2)OCO4)N3)c1 (stereo unspecified) | -17% | i | ? | 7% | -3% | -33% | 12% | ? | 6%
44 | COc1ccc(-c2[nH]ncc2CN(C)C(C)c2ccon2)c(OC)c1 (stereo unspecified) | -2% | i | -16% | 3% | 0% | -15% | 45%[activator] | -5%[59 µM] | 17%
45 | CCOc1ccc(OCC)c(NS(=O)(=O)c2cc(-c3cnc(C)o3)ccc2OC)c1 | -8% | 2% | ? | 2% | 0% | ? | 5% | 10%[12.7 µM] | -1%
46 | COCCN1C(=O)N[C@@H](c2cccc(F)c2)C(C(=O)OC)=C1C | 3%[12.4 µM] | -3% | 2% | -1% | -1% | -20% | 2% | 6%[12.7 µM] | 15%
47 | Cc1ccc(-n2ncc3c(SCc4cccc(C)c4)ncnc32)cc1 | -1% | -2% | 14% | -2% | -1% | 11% | 14% | 59%[activator] | 136%[activator]

Rewritten with two lines to a compound: entries from further up
Every second line gives: BLM inh | Tb PGK inh | BAZ2B inh | Pin1 inhibitor | GLS inhibitor | JMJD2A Tudor | POLI inh | G9a block | HP1b binding inh
5) Cc1[nH]n(-c2ccccc2)c(=O)c1C=Nc1ccc(S(=O)(=O)N=C(N)N)cc1
 : -16% | i | -23% | 11% | -1% | -10% | 50µM* | ? | 33%
6) COc1cc(C(=O)Nc2cc3c4c(c2)CC(=O)N4CCC3)cc(OC)c1OC
 : / | -6% | -34% | 0% | -2% | -12% | 32%[activator] | -27% | 28%
